# Compound activity from PubChem.
# All columns: NCI-60 one-dose screen, growth in % after 48 h at 10 µM unless noted; 100 = growth as untreated, 0 = no growth, -100 = all killed.
# NCI-H322M – NCI-H322M lung cancer. 80,000 compounds, 2.7% hits
# SW-620 – SW-620 colon cancer; 82,000 compounds, 5.2% hits; AID 1794795
# HCT-116 – HCT-116 colon cancer; 82,000 compounds, 7.3% hits
# HCT-15 – HCT-15 colon cancer. 82,000 compounds, 5.2% hits. AID 1794746
# KM12 – KM12 colon cancer cells | 82,000 compounds, 5% hits
# NCI-H460 – NCI-H460 lung cancer. AID 1794736. 82,000 compounds, 6.8% hits
# COLO 205 – COLO 205 colon cancer. 79,000 compounds, 7.3% hits. AID 1794742
# NCI-H226 – NCI-H226 lung cancer; 79,000 compounds, 3.5% hits
# HT29 – HT29 colon cancer | 81,000 compounds, 7.4% hits | AID 1794748
# * = called active by the depositor; / = no result given; & = joins results of further samples. The calls were made as follows: active = growth percent below 10; inactive = the rest. This is a random part of the collection; about 11% have a hit in one of these screens.
item	mol	HCT-15	NCI-H226	COLO 205	KM12	HT29	NCI-H322M	HCT-116	SW-620	NCI-H460
1	CNC(=O)c1cc(N2CCc3c2ccc(NC(=O)Nc2ccc(N4CCOCC4)c(C(F)(F)F)c2)c3F)ccn1	88	96	111	22	101	98	92	104	109
2	Nc1nc(Nc2ccccc2SSc2ccccc2Nc2nc(N)nc(-c3ccncc3)n2)nc(-c2ccncc2)n1	90	86	117	96	111	109	98	100	96
3	O=[N+]([O-])c1ccc(-c2nnc(SCc3ccc(O)c4ncccc34)n2-c2ccccc2)cc1	19	87	110	19	66	42	12	19	5.8*
4	COc1cc(-c2cc(-c3ccc(Br)cc3)c(C#N)c(N)n2)cc(OC)c1OC	101	91	101	104	97	105	100	105	106
5	O=C(Cc1ccccc1)NNc1nc(Cl)nc(Cl)n1	100	109	110	106	109	109	110	101	107
6	CCOC(=O)C(C(=O)OCC)C(C(=O)O)C(C(=O)OCC)C(=O)OCC	100	103	110	111	104	105	100	102	104
7	N#C/C(=C\c1ccc(-c2cc(Cl)ccc2Cl)o1)c1nc(-c2ccccc2)cs1	101	87	108	98	103	99	100	100	103
8	O=C1CC(NCCc2c[nH]c3ccccc23)C(=O)N1c1ccc2c(c1)OCCO2 (stereo not drawn)	105	/	102	103	110	122	102	99	105
9	CC1CCC2(C)OC1OC2CN (stereo not drawn)	106	103	107	108	106	112	106	101	96
10	COc1ccc(/C(C)=N\NC(N)=O)cc1	106	105	115	105	110	110	102	104	112
11	C=CCn1c(SCC(=O)Nc2ccc(OC)cc2)nnc1-c1ccc(OC)cc1	82	83	102	94	104	97	77	97	105
12	COc1cc(C2CC(c3ccc(Nc4nc(NCCO)nc(N5CCOCC5)n4)cc3)=Nc3c(N)nc(N)nc3N2)cc(OC)c1OC (stereo not drawn)	88	87	107	88	104	103	105	105	113
13	CCCCOC(=O)CCSC1=C(C)C(=O)c2ccccc2C1=O	83	91	118	91	112	99	96	103	102
14	COc1ccc2[nH]cc(-c3cc(-c4cc(OC)c(OC)c(OC)c4)nc(N)c3C#N)c2c1	31	95	82	59	50	90	59	57	65
15	O=S(c1ccccc1)C(c1ccccc1)c1ccccc1 (stereo not drawn)	99	92	100	101	106	120	100	92	99
16	COc1ccc(/C=C/C#N)cc1	105&103	116&110	121	100&103	115&100	100&100	114&102	112&101	118&108
17	Cc1cc(Nc2ccc(Cl)c(Cl)c2)nc(N)n1	97	92	107	91	87	110	86	98	94
18	CCCCCCCCSc1ncnc2nc[nH]c12	91	64	105	70	82	104	59	90	94
19	NS(=O)(=O)Oc1ccc(NC(=O)C23CC4CC(CC(C4)C2)C3)cc1Cl	101	91	/	96	103	104	107	106	103
20	Cc1ccc(C)c(S(=O)(=O)N2CCN(S(=O)(=O)c3cc(C)ccc3C)CC2)c1	107	106	100	95	109	101	85	103	109
21	C[C@H]1[C@H](C)CC[C@]2(CO)CC[C@]3(C)C(=CC[C@@H]4[C@@]5(C)CCCN(C(=O)OC(C)(C)C)C(C)(C)[C@@H]5CC[C@]43C)[C@H]12	91	82	99	96	79	93	84	89	95
22	COc1cccc(-n2cc(C#N)c(N)c2C(=O)c2ccc(Br)cc2)c1	86	90	104	93	77	95	83	90	101
23	CSc1nc(N)c(S(=O)(=O)O)c(N)n1	107	101	103	105	98	109	103	94	100
24	Cc1cc(=O)oc2cc(OCCOc3ccc(/C=C/C(=O)Nc4ccccc4Cl)cc3)ccc12	69	106	120	/	113	100	101	102	107
25	CC(C)(CC(=O)O)c1ccccc1	109&101	109&106	107&104	106&102	114&104	110&104	100&104	105&96	112&102
26	O=C(CSc1nnc2c(n1)[nH]c1ccccc12)c1ccc(Cl)cc1	116	/	143	105	107	104	104	96	111
27	NS(=O)(=O)c1ccc(Nc2nc(SCC(=O)c3ccc(Br)cc3)nc3c2CCC3)cc1	95	83	102	99	110	99	93	94	104
28	O=C(Cc1c(-c2ccccc2[N+](=O)[O-])n(-c2ncnc3c2c(-c2ccccc2)c(-c2ccccc2)n3Cc2ccccc2)[nH]c1=O)c1ccc(Cl)c(Cl)c1	47	25	43	16	18	43	14	31	16
29	Cc1cc(O)c(C(C)C)cc1N=Cc1cc(Cl)ccc1O	96	99	119	106	108	102	106	110	101
30	O=C1COCCN1c1ccc(N2C(=O)C(Cl)C2c2cn(Cc3ccc(Cl)cc3)c3ccccc23)cc1 (stereo not drawn)	104	/	115	104	109	103	102	101	104
31	COc1ccc(C2=NN(C(C)=O)C(c3cccc(Nc4ccnc5cc(C(F)(F)F)ccc45)c3)C2)cc1 (stereo not drawn)	57	73	55	67	57	81	62	87	77
32	O=C(O)C(c1ccccc1)N1C(=O)CSC1=S (stereo not drawn)	103	96	108	102	106	98	102	103	107
33	COc1cc(-c2c3c(c(Br)n2Cc2ccccc2)-c2nc(NC(=O)c4ccccc4)sc2CC3)cc(OC)c1OC	89	/	96	93	94	71	89	94	92
34	O=C1NN(c2ccccc2)C(c2ccccc2)=N/C1=C\c1cn(-c2ccccc2)nc1-c1ccccc1	93	84	104	105	99	96	96	104	111
35	CC(C)C(=O)C(C)(C)CCc1cccnc1	101	111	108	111	97	108	100	110	109
36	O=C(O)c1ccccc1N=Nc1ccc(O)cc1	100	104	102	111	111	113	103	100	96
37	NS(=O)(=O)c1ccc(CCNC(=O)CSc2ccc(-c3ccccc3)nn2)cc1	109	92	104	91	92	101	81	92	91
38	COc1ccc(/C=C/c2nc(Nc3ccc(C(=O)/C=C/N(C)C)cc3)c3ccccc3n2)cc1	78	64	109	80	93	76	88	96	92
39	C#C[C@@]1(O)[C@@H](CO)O[C@@H](n2cc(F)c3c(N)ncnc32)[C@@H]1O	-5.3*	-62*	-43*	10	5.9*	-2.5*	1.4*	1.7*	0.6*
40	Cc1ccc(-c2csc(C3=C(O)CN(NC(=O)c4cccs4)C3=N)n2)cc1	112	109	115	115	122	109	99	102	170
41	Oc1ccccc1-c1nc(-c2cccs2)no1	64	93	111	100	111	117	105	96	96
42	CC(=O)[C@H]1C[C@]23CC[C@]4(C)[C@H](CC[C@@H]5[C@@]6(C)C/C(=C/c7ccc(C(F)(F)F)cc7)C(=O)C(C)(C)[C@@H]6CC[C@]54C)[C@H]2[C@H](C)C1(C)OC3	95	97	110	100	99	93	90	98	98
43	COc1cc(NC(c2ccc(CN3CCNCC3)cc2)c2cccc(Cl)c2)n2nc(C)nc2n1 (stereo not drawn)	76	101	66	98	46	94	75	93	97
44	CC1(C)[C@@H](O)CC[C@]2(C)[C@H]3CC[C@@H]4[C@H]5[C@H](C(=O)/C=C\c6ccc([N+](=O)[O-])cc6)CC[C@]5(O)CC[C@@]4(C)[C@]3(C)CC[C@@H]12	27	-2.4*	106	53	46	91	4.1*	30	52
45	Cc1[nH]nc2c1C(c1cc3ccccc3nc1Cl)C(C#N)=C(N)O2 (stereo not drawn)	102	110	100	94	115	96	102	111	114
46	CCCCCCCCCCCCCCCc1cc(O)ccc1N	76&89	100&34	114&107	72&64	107&105	84&102	91&94	108&114	102&109
47	Cc1c(C2=CCCCC2)c2ccccn2c1C(=O)c1cccc(S(=O)(=O)N2CCOCC2)c1	84	93	102	72	59	81	43	98	93
48	COCCNCC(O)Cn1c2ccc(Cl)cc2c2cc(Cl)ccc21 (stereo not drawn)	-54*	43	-68*	11	-16*	-20*	-5.2*	3.0*	5.6*
49	CC1=C(C)C(=O)C(Nc2cccc(C(F)(F)F)c2)=C(Cl)C1=O	66	91	102	67	103	101	34	17	95
50	N#Cc1nc(-c2ccccc2)oc1NCC(c1ccc(Cl)cc1)N1CCCCC1 (stereo not drawn)	87	90	92	89	75	95	72	97	103
51	CSc1ccc(OCc2nc3ccccc3n2-c2cccc(NC(C)=O)c2)cc1	109&79	105&61	124&100	94&90	113&107	113&108	102&88	107&96	109&103
52	CCOC(=O)C/C(=N\Nc1cc(=O)[nH]c2ccc(OC)cc12)C(=O)OCC	100	98	114	99	110	95	101	90	100
53	COc1ccc(CN(CCN(C)C)c2ncccn2)cc1	103	101	102	106	97	93	101	106	117
54	CCCCCOc1ccc(/C=N/Nc2cc(C)nc3ccc(Cl)cc23)cc1	-94*	88	-56*	-85*	-19*	44	-64*	-74*	-63*
55	OC(COc1ccc(Cl)cc1)CN1CCCCC1 (stereo not drawn)	112	112	106	115	85	113	99	110	121
56	C=CCn1cc(-c2nc3ccccc3s2)c2cc(-c3ccc4c5c(cccc35)C(=O)N(c3ccc(F)cc3)C4=O)ccc21	100	97	107	100	105	98	99	99	101
57	O=c1nc2s/c(=C\c3cccc(Cl)c3Cl)c(=O)n2c2nc(-c3ccccc3)c(-c3ccccc3)nc12	106	95	105	106	96	100	97	99	102
58	CC(=O)OCCCCCNc1ccccc1	107	104	107	95	99	106	113	101	118
59	O=C1c2ccccc2C(=O)N1c1n[nH]c2nc3ccccc3cc12	102	102	102	103	112	112	112	101	106
60	ClCCOCCOc1ccccc1	106	99	101	87	102	96	98	99	105

# Following part:
item	mol	HCT-15	NCI-H226	COLO 205	KM12	HT29	NCI-H322M	HCT-116	SW-620	NCI-H460
61	O=S(=O)(O)C(O)c1ccncc1 (stereo not drawn)	103	102	105	107	105	100	94	114	109
62	COc1ccc([C@H]2[C@H](C(=O)O)c3ccccc3C(=O)N2c2ccc(OC)cc2)cc1	106	90	106	85	105	102	104	96	99
63	CCOC(=O)c1cc(N)nc2ccccc12	107	102	112	98	97	156	102	92	96
64	CCc1c(C)c2ccc(OC(=O)c3ccccc3)c(C(=O)/C=C/c3ccc(N(C)C)cc3)c2oc1=O	110	99	110	104	68	97	100	109	107
65	CCOC(=O)Cc1nc(N)n(C(=O)Nc2ccc(Cl)cc2)n1	95	/	104	93	108	90	92	106	102
66	c1ccc(-c2ccc(N=Nc3ccc(-c4ccccc4)cc3)cc2)cc1	108	101	112	108	105	97	106	102	99
67	CC1(C)CC(=O)C=C(N2CCC(CCCC3CCN(C4=CC(=O)CC(C)(C)C4)CC3)CC2)C1	90	78	81	96	99	111	82	104	97
68	O=C1C(Cl)C(c2ccc(O)cc2)N1n1cnnc1 (stereo not drawn)	104	95	/	94	95	91	87	96	97
69	CN(CCO)c1ccccc1	113	97	102	98	111	99	103	105	105
70	O=C(N/N=C/c1ccc(O)cc1)c1ccc2nc(-c3ccc(Cl)cc3)[nH]c2c1	105	79	100	97	107	100	104	109	102
71	Brc1ccc(/C=C/c2n(Cc3ccc4ccccc4c3)c3ccccc3[n+]2Cc2ccc3ccccc3c2)cc1	7.2*	-85*	-69*	-41*	-87*	7.3*	-87*	-74*	-66*
72	CCCCCCSc1cc(=O)[nH]c(N)n1	105	92	101	101	74	84	94	104	102
73	CC(=O)O[C@H]1CC[C@]2(C)[C@H]3C(=O)C=C4[C@@H]5C[C@](C)(C(=O)N6CCCN(COC(=O)c7ccco7)CC6)CC[C@]5(C)CC[C@@]4(C)[C@]3(C)CC[C@H]2C1(C)C	96	91	51	104	92	98	92	105	123
74	COC(CCC#N)c1ccccc1 (stereo not drawn)	108	99	116	118	101	104	102	101	104
75	Nc1nc(-c2cc3ccccc3oc2=O)co1	104	78	110	106	99	98	94	104	102
76	CCOC(=O)NCc1cccs1	106	101	104	107	100	111	98	93	108
77	O=C(CSc1nc2sc3c(c2c(=O)n1Cc1ccccc1)CCCC3)N1CCN(c2ccccc2)CC1	95	95	112	101	90	89	85	102	103
78	O=C(/C=C/c1ccc(F)cc1)c1ccc(O)cc1	73	105	112	59	93	121	-44*	81	103
79	O=C(O)C(c1ccccc1)C(O)c1ccc2c(c1)OCO2 (stereo not drawn)	112	101	109	107	105	110	108	102	101
80	COc1ccccc1S(=O)(=O)Nc1ccc2c3c(cc(CCC(=O)NCCCCNc4cccc5c4C(=O)N(C4CCC(=O)NC4=O)C5=O)cc13)C(=O)N2C (stereo not drawn)	68	-0.9*	2.6*	20	48	-3.4*	46	7.7*	98
81	O=C(CSCC(=O)c1ccc([N+](=O)[O-])cc1)c1ccc([N+](=O)[O-])cc1	107	84	109	102	98	91	90	103	102
82	Nc1c(C(=O)c2ccc(F)cc2)sc2nc(-c3cnccn3)cc(-c3cccs3)c12	100	106	118	106	123	101	107	102	107

# In another format: 3 of the compounds above.
76) CCOC(=O)NCc1cccs1
77) O=C(CSc1nc2sc3c(c2c(=O)n1Cc1ccccc1)CCCC3)N1CCN(c2ccccc2)CC1
78) O=C(/C=C/c1ccc(F)cc1)c1ccc(O)cc1

Compound	76	77	78
HCT-15	106	95	73
NCI-H226	101	95	105
COLO 205	104	112	112
KM12	107	101	59
HT29	100	90	93
NCI-H322M	111	89	121
HCT-116	98	85	-44*
SW-620	93	102	81
NCI-H460	108	103	103

# Fetched one by one from the list above (6):
item	mol	HCT-15	NCI-H226	COLO 205	KM12	HT29	NCI-H322M	HCT-116	SW-620	NCI-H460
72	CCCCCCSc1cc(=O)[nH]c(N)n1	105	92	101	101	74	84	94	104	102
77	O=C(CSc1nc2sc3c(c2c(=O)n1Cc1ccccc1)CCCC3)N1CCN(c2ccccc2)CC1	95	95	112	101	90	89	85	102	103
62	COc1ccc([C@H]2[C@H](C(=O)O)c3ccccc3C(=O)N2c2ccc(OC)cc2)cc1	106	90	106	85	105	102	104	96	99
80	COc1ccccc1S(=O)(=O)Nc1ccc2c3c(cc(CCC(=O)NCCCCNc4cccc5c4C(=O)N(C4CCC(=O)NC4=O)C5=O)cc13)C(=O)N2C (stereo not drawn)	68	-0.9*	2.6*	20	48	-3.4*	46	7.7*	98
64	CCc1c(C)c2ccc(OC(=O)c3ccccc3)c(C(=O)/C=C/c3ccc(N(C)C)cc3)c2oc1=O	110	99	110	104	68	97	100	109	107
71	Brc1ccc(/C=C/c2n(Cc3ccc4ccccc4c3)c3ccccc3[n+]2Cc2ccc3ccccc3c2)cc1	7.2*	-85*	-69*	-41*	-87*	7.3*	-87*	-74*	-66*
